KOR beta-arrestin-1 = KOR antagonists, beta-arrestin recruitment, cell-based, luminescence, uHTS (AID 1778); one-dose inhibition, % at 10 µM; IC50 in µM for titrated hits; KOR beta-arrestin recruitment, luminescence, antagonist mode; higher % means a stronger effect; 290,000 tested, 0.091% active; further: strong numbers were not always called active
Yfh1-off respiration = enhancers of respiration in Yfh1-depleted yeast, dose response, Friedreich's ataxia, plus single-dose screen (AID 1465) | S. cerevisiae Yfh1-off respiration, WST-1 reduction, 72 h; higher fold induction means a stronger effect | fold induction at 50 µM, or EC50 in µM where a hit was titrated | 220,000 tested, 0.074% active;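 active means fold induction of absorbance versus untreated yeast above a set limit, then at least 30% activation at any dose in follow-up; inconclusive means repeats straddling the limit, or above it without dose testing; inactive means fold induction below the set limit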;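 further: activators that raise dye reduction in frataxin-depleted yeast; strong numbers were not always called active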
KOR beta-arrestin-2 = KOR agonists, beta-arrestin recruitment, primary screen, cell-based, luminescence, uHTS (AID 1777). KOR beta-arrestin recruitment, luminescence; higher % means a stronger effect. activation, % at 10 µM, or EC50 in µM where a hit was titrated. 280,000 tested, 0.02% active; in the data active means activation above about 50%, passing the limit was not always enough; further: a part of the inactive calls stands beside numbers as strong as those of hits
AID2073 = inhibitors of Mint1-CaV2.2 protein interaction, biochemical, HTRF (AID 2073) | HTRF protein-protein interaction, Mint1-CaV2.2; higher % means a stronger effect | inhibition, % at 20 µM, or IC50 in µM where a hit was titrated | 290,000 tested, 0.19% active; in the data active means inhibition mostly above about 51%, no sharp cut-off; inconclusive means no clear call, values can overlap the other calls; inactive means mostly below about 53%; further: some results filed as inactive read as strong as hits
NOD1 NF-kB reporter = NOD1 signaling inhibitors, primary screen, cell-based, luminescence, uHTS (AID 1578). inhibition, % at 4 µM; hits with a dose series show EC50 in µM. 290,000 tested, 1% active. NOD1-driven NF-kB luciferase reporter cells, luminescence; higher % means a stronger effect; in the data active means inhibition mostly above about 36%, no sharp cut-off; inactive means mostly below about 34%;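 further: HEK-293T reporter cells stimulated with the NOD1 agonist gamma-tri-DAP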
NS5 inhibitors = Dengue-2 NS5 methyltransferase inhibitors, primary screen, biochemical, confirmation dose response (AID 588689). 340,000 tested, 0.3% active. inhibition, % at 25 µM, or IC50 in µM where a hit was titrated. Dengue-2 NS5 methyltransferase capping enzyme assay, biochemical; higher % means a stronger effect; in the data active means a potency from the dose series; inconclusive means inhibition above about 29% without an active follow-up result
HEK293 NOD2/NF-kB = inhibition of NOD2-driven NF-kB reporter – cell-based, luminescence, uHTS, HEK293 (AID 1566). HEK293 NOD2/NF-kB luciferase reporter, luminescence; higher % means a stronger effect. one-dose inhibition, % at 4 µM; EC50 in µM for titrated hits. 290,000 tested, 0.63% active; further: many of its hits are not listed in these tables
HIV peptide binding = cell-free HIV fusion peptide-binding blockers – biochemical, uHTS, fluorescence dequenching, primary screen (AID 1986). one-dose inhibition, % at 20 µM; IC50 in µM for titrated hits. cell-free peptide binding, fluorescence dequenching, 30 min; higher % means a stronger effect. 290,000 tested, 0.3% active; in the data active means inhibition mostly above about 52%, no sharp cut-off; inactive means mostly below about 76%; further: some results filed as inactive read as strong as hits
West Nile virus CPE = inhibition of WNV-induced cytopathic effect – cell-based, CPE readout (AID 1621); West Nile virus-infected cells, CPE inhibition; higher % means a stronger effect; one-dose CPE inhibition, % at 10 µM; IC50 in µM for titrated hits; 290,000 tested, 0.02% active; in the data active means a potency from the dose series; inconclusive means CPE inhibition mostly from about 3.7% at the one dose, without a potency; inactive means the rest, 99 in 100 with CPE inhibition below about 2.2%; further: strong numbers were not always called active
NS5 inhibitors pilot replicate = second read-out of NS5 inhibitors, no call of its own (marks repeat the call); inhibition, %; measured here: pilot screen replicate inhibition
* marks the source's active call; other numbers are inactive results; i = inactive; ? = inconclusive; . = not tested or not shown; [ ] = remark or other dose. Unless noted, no stated cut-off is given here; in the data, active means inhibition above about 50%; inactive means the rest. These rows are one share of the data; rates above refer to the full screens.

SMILES	KOR beta-arrestin-1	Yfh1-off respiration	KOR beta-arrestin-2	AID2073	NOD1 NF-kB reporter	NS5 inhibitors	HEK293 NOD2/NF-kB	HIV peptide binding	West Nile virus CPE	others
Cc1cccc(-c2oc3ccccc3c2C#CCCCCO)c1	-65%[20 µM]	.	-0.7%	4%	-24%	-2%	11%	2.6%	0.3%
COCCNC(=S)N/N=C(\C)c1ccc(O)cc1	22%	i	6.7%	-11%	-46%	1%	1%	1.4%	0.1%
COc1cccc(CNC(=O)CCS(=O)(=O)Cc2ccc(C)cc2)c1	-40%	.	3.4%	-3%	0%	-3%	22%	1.2%	-0.2%
O=C(N=C1SC2CS(=O)(=O)CC2N1c1ccccc1C(F)(F)F)C1CCCO1 (configuration not stated)	21%	.	-0.9%	7%	-19%	-3%	-1%	1.8%	1.3%
O=C(C1CC(c2ccccc2O)=NO1)N1CCc2ccccc2C1 (configuration not stated)	-30%	i	6.5%	-4%	-44%	-1%	-20%	3.4%	-0.8%
Cc1ccc2nc(SCC(=O)NC(=O)NCc3ccco3)[nH]c2c1	17%	i	-1.2%	10%	-14%	-7%	3%	3.1%	-0.1%
O=C(O)CCSc1nc2ccccc2n1-c1ccccc1	0%	.	3.8%	-9%	3%	-1%	4%	-2.1%	0.4%
Cc1cc(C(=O)NNC(=O)C2CCCC2)c(C)o1	-18%	i	-7.2%	9%	-44%	-4%	10%	1.5%	0.1%
CCOC(=O)c1sc2nc(C)nc(SCC(=O)N(C)C3CCS(=O)(=O)C3)c2c1C (configuration not stated)	-8%	i	-2.1%	1%	-19%	0%	8%	-2.8%	-0.9%
Cc1cc(=O)[nH]c(N=N/C(=N/Nc2ccc(O)cc2)c2ccccc2)n1	11%	i	-21%	3%	105%*	15%	-22%	-0.4%	-0.6%
Cc1cc(C(F)F)n2ncc(C(=O)NCc3ccc(F)cc3)c2n1	-23%	i	-0.7%	34%	-6%	-5%	6%	-0.2%	-0.3%
Cc1nc2scc(-c3cccs3)c2c(=O)n1N	-25%	i	0.8%	-2%	-5%	-11%	2%	-0.6%	1.0%
CCCCCCOC1(c2ccccc2)OC(=O)c2ccccc21 (configuration not stated)	10%	.	6.4%	0%	12%	1%	-20%	-0.4%	.
COc1ccc(Br)cc1CN(C)CC(=O)Nc1cc(Cl)cc(Cl)c1	-3%	i	-0.9%	5%	-1%	-1%	1%	0.1%	-0.7%
COc1cccc(C(=O)N2N=C(c3ccccn3)CC2(O)C(F)(F)F)c1 (configuration not stated)	-10%	i	5.6%	9%	-3%	11%	10%	0.2%	-0.7%
CCOc1ccc(C2Oc3nc(SC)nnc3-c3ccccc3N2C(C)=O)cc1OC (configuration not stated)	-1%	i	-2.7%	-3%	-10%	-1%	3%	-2.2%	0.1%
Nc1nnc(-c2cn(-c3ccccc3)nc2-c2ccc(Cl)cc2)o1	2%	i	-1.5%	7%	-1%	-2%	1%	-0.2%	-0.5%
O=C(COC(=O)c1cc(=O)[nH]c2ccccc12)NC1CCCCCCC1	-5%	i	-0.5%	2%	-13%	-7%	20%	1.1%	-0.7%
Cc1ccc(NC(=O)C2CCN(c3nc(C)cc(C)n3)CC2)cc1	8%[20 µM]	i	.	6%	-29%	-9%	-2%	1.5%	-1.0%
Cc1ccc(OCC(=O)N2CCCCC2)c(Br)c1	25%	i	-1.3%	1%	.	1%	-32%	-2.1%	-0.2%
CC1CCCCC1NC(=O)C1CCN(S(=O)(=O)N2CCOCC2)CC1 (configuration not stated)	-4%	i	1.7%	30%	35%	3%	7%	3.0%	-0.1%
O=S(=O)(c1cccs1)N1CCN(Cc2ccccc2)CC1	10%	i	8.0%	-10%	-5%	3%	4%	-1.2%	-1.0%	NS5 inhibitors pilot replicate=-3.6
COc1cc(/C=C2/C(=O)NN(c3ccc(Cl)c(Cl)c3)C2=O)cc([N+](=O)[O-])c1O	-6%	.	2.5%	20%	14%	46%	-18%	51%*	-0.1%
C=CCNc1oc(/C=C/c2ccccc2)nc1C#N	-7%	i	-1.6%	?	.	-6%	-126%	-3.9%	-0.9%
Cc1cc(C)nc(SCC(=O)Nc2ccc(N3CCOCC3)c(Cl)c2)n1	18%	i	-3.2%	1%	26%	-3%	26%	0.3%	-0.5%
CCCCCCOc1ccc(C(CC(=O)NC)C(=O)O)cc1 (configuration not stated)	-60%[20 µM]	i	-14%	18%	-31%	1%	6%	-0.2%	0.8%
O=C(CCS(=O)(=O)c1ccccc1)Nc1cccc(-c2nc3ccccc3s2)c1	-23%	i	0.8%	6%	.	.	.	-4.1%	0.4%
CC(C)C(NS(=O)(=O)c1cccc2nsnc12)C(=O)NCc1ccc2c(c1)OCO2 (configuration not stated)	-6%	i	-9.5%	6%	2%	1%	2%	3.8%	-0.3%
Cc1ccc(N(C)S(=O)(=O)c2ccc(C)cc2)cc1	-11%	i	8.8%	2%	5%	2%	8%	-2.7%	-0.3%
C[N+]1(CCCCSc2ccc(O)cc2)CCCCC1	-7%	i	2.4%	-7%	-8%	5%	4%	0.7%	0.3%
Fc1cccc(Cc2noc(CN3CCCCC3c3ccccn3)n2)c1 (configuration not stated)	-17%[20 µM]	i	.	-14%	-16%	-9%	5%	-0.8%	-0.5%
NNC(=O)c1cc2sccc2s1	24%	i	-4.8%	6%	2%	-8%	5%	-1.1%	1.6%
Cc1cccc(C)c1NC(=O)CNCC(=O)N(C)C	7%	i	-2.9%	6%	-39%	3%	0%	0.4%	0.9%
O=C(N/N=C/c1ccccn1)c1ccc(NC(=O)c2cccc([N+](=O)[O-])c2)cc1	-29%	i	3.3%	28%	-22%	.	-6%	-1.8%	-0.3%
Oc1c(Br)cc(Br)cc1CNc1ccc(F)cc1	28%	i	-7.6%	56%	-1%	-1%	13%	56%	-0.1%
Cc1nc(=S)c2c([nH]1)-c1ccccc1CC21CCCCC1	34%	i	-5.7%	-4%	104%*	.	19%	-0.3%	0.1%
CCOC(=O)c1c(NC(=O)CS(=O)(=O)c2cn(CC)c3ccccc23)sc2c1CCCCC2	-8%	i	-0.7%	6%	4%	-6%	17%	-0.2%	-0.5%
CCOC(=O)Cn1c(=O)oc2cc(S(=O)(=O)N(CCN(C)C)Cc3ccccc3)ccc21	-2%	i	0.6%	4%	-33%	2%	0%	-3.6%	-0.2%
O=S(=O)(Nc1ccc2ccccc2n1)c1ccccc1	-12%	.	1.1%	6%	-37%	-6%	-12%	1.3%	-0.2%
CC(C)Nc1nnc(SCc2cc(=O)n3ccsc3n2)s1	-41%	i	2.3%	23%	12%	-1%	-11%	1.3%	0.3%
Cc1ccccc1OCCCC(=O)Nc1nccs1	17%	i	-0.7%	2%	6%	-2%	3%	-0.3%	-0.7%
CSc1ncccc1C(=O)NCCc1ccc(S(N)(=O)=O)cc1	11%	.	-4.5%	-1%	-17%	-1%	4%	-1.3%	-0.2%
COc1ccc(-c2csc3ncnc(Oc4ccc5c(C)cc(=O)oc5c4)c23)cc1	-23%	i	1.1%	11%	20%	0%	15%	0.6%	-0.9%
CC1(C)NC(=O)N(CC(=O)Nc2cc(C(F)(F)F)cc(C(F)(F)F)c2)C1=O	3%	.	4.5%	6%	-1%	1%	13%	-1.6%	-0.5%
Cc1cc(NC(=O)CN(C)S(=O)(=O)c2cnc[nH]2)ccc1Br	-5%	.	-0.9%	5%	-18%	-5%	18%	1.3%	-0.3%
O=C(COC(=O)CCCC1=NS(=O)(=O)c2ccccc2N1)Nc1ccc(Br)cc1	-2%	.	3.9%	9%	9%	0%	19%	3.5%	-0.1%
Cc1ccc(S(=O)(=O)NC2=NCN(C3CCCCC3)CN2)cc1	-10%	.	2.2%	0%	10%	-2%	34%	2.2%	.
CCOC(=O)N1CCN(S(=O)(=O)c2cccc3ccc(C)nc23)CC1	20%	i	3.6%	4%	.	-6%	0%	0.1%	0.5%
COCc1c(C(=O)N/N=C\c2cccnc2)nnn1-c1nonc1N	-7%	.	-3.4%	3%	-12%	-7%	5%	-1.3%	0.1%
N#Cc1ccsc1NC(=O)CSc1nnc(-c2ccccc2)o1	14%	i	-1.2%	-2%	-1%	-10%	11%	4.6%	0.0%
COc1ccc(S(=O)(=O)N2CCCCCC2)cc1C(=O)N(C)Cc1ccc(C(C)(C)C)cc1	5%	.	1.0%	11%	-16%	-3%	10%	0.8%	0.2%
C#CC[N+]1(CC#Cc2ccccc2)CCOCC1	-10%	i	2.7%	37%	-10%	0%	-5%	1.2%	0.3%
CN1CCN(C(=O)c2cc(C(C)(C)C)cc(C(C)(C)C)c2)CC1	-21%[20 µM]	i	.	-5%	-17%	4%	8%	0.6%	0.2%
Nc1nc(Nc2ccccc2)nc(NCc2ccco2)c1[N+](=O)[O-]	10%	i	6.1%	8%	-10%	-12%	10%	-1.5%	-0.7%
NS(=O)(=O)c1ccc(NNC(=O)c2ccccc2)cc1	27%	i	-0.3%	-20%	-17%	.	-12%	0.7%	0.1%
O=C(NC1CCC(O)CC1)c1ccc(-c2ccc([N+](=O)[O-])cc2)o1 (configuration not stated)	15%	i	-2.2%	20%	3%	9%	20%	4.0%	0.1%
COC(=O)CSc1ncnc2c1sc1nc(-c3ccco3)c3c(c12)CC(C)(C)OC3	-62%	.	0.9%	2%	5%	.	6%	7.0%	.
Cc1ccc(NC(=O)c2ccc(NCCCN3CCC(C)CC3)c([N+](=O)[O-])c2)c(C)c1	9%	.	-2.4%	18%	-10%	0%	-5%	-1.4%	0.1%
Cc1nnc(NC(=O)c2nc(S(=O)(=O)Cc3ccccc3)ncc2Cl)s1	-16%	.	-1.3%	6%	-6%	20%	-1%	-0.8%	0.7%
CCC(CC)Nc1ccc(C(CC(N)=O)NC(=O)Cc2cccc3ccccc23)cc1[N+](=O)[O-] (configuration not stated)	-29%[20 µM]	.	3.8%	-1%	-9%	-8%	3%	14%	-0.9%

Four consecutive records from above:
SMILES	KOR beta-arrestin-1	Yfh1-off respiration	KOR beta-arrestin-2	AID2073	NOD1 NF-kB reporter	NS5 inhibitors	HEK293 NOD2/NF-kB	HIV peptide binding	West Nile virus CPE	others
COC(=O)CSc1ncnc2c1sc1nc(-c3ccco3)c3c(c12)CC(C)(C)OC3	-62%	.	0.9%	2%	5%	.	6%	7.0%	.
Cc1ccc(NC(=O)c2ccc(NCCCN3CCC(C)CC3)c([N+](=O)[O-])c2)c(C)c1	9%	.	-2.4%	18%	-10%	0%	-5%	-1.4%	0.1%
Cc1nnc(NC(=O)c2nc(S(=O)(=O)Cc3ccccc3)ncc2Cl)s1	-16%	.	-1.3%	6%	-6%	20%	-1%	-0.8%	0.7%
CCC(CC)Nc1ccc(C(CC(N)=O)NC(=O)Cc2cccc3ccccc23)cc1[N+](=O)[O-] (configuration not stated)	-29%[20 µM]	.	3.8%	-1%	-9%	-8%	3%	14%	-0.9%

Screens: PubChem BioAssay, several laboratories
